# KAT2A inh – qHTS Assay for Inhibitors of GCN5L2; actives 0.21% (n = 390,000); Histone acetyltransferase KAT2A (Homo sapiens), Q92830; GCN5L2 HAT assay, ThioGlo1 CoA-SH fluorescence; Potency, µM (doses to about 58.9 µM), for the others: at the highest dose activity change, negative = inhibition, actives largely listed as inhibitors
# Target sequence (Q92830 whole entry, looked up): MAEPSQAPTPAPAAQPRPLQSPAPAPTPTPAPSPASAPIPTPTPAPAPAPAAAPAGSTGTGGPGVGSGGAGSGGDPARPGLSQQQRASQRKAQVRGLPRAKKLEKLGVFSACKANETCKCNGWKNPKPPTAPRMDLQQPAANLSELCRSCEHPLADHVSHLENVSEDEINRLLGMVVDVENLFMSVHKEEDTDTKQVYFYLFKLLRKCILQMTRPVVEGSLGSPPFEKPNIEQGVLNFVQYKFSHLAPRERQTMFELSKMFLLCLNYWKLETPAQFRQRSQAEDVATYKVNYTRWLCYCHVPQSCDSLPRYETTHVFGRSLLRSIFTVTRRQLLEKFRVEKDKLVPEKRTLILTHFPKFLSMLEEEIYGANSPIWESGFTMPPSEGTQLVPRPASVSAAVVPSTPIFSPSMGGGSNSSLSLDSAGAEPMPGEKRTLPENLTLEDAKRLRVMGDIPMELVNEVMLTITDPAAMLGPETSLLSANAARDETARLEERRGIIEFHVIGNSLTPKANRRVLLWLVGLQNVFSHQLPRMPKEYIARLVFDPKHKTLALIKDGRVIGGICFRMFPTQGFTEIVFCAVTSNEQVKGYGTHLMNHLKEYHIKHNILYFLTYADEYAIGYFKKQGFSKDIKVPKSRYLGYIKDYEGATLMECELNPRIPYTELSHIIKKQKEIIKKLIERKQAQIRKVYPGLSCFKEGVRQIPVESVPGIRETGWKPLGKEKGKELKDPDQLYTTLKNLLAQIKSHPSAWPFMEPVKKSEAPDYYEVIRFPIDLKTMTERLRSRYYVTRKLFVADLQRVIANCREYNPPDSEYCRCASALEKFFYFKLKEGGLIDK
#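 Fluorescence readout, Ex340nm/Em540nm: ThioGlo1 (50uM final) reacts with free CoA thiol released as 20nM GCN5L2 acetylates H3(1-25) peptide (75uM) using acetyl-CoA (70uM). Compound and enzyme sat 15 min beforehand; 20 min room-temperature reaction.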
# DT40 TDP1 CPT – qHTS for Inhibitors of human tyrosyl-DNA phosphodiesterase 1 (TDP1): qHTS in cells in presence of CPT; chicken DT40 Tdp1-/-;hTDP1 cells + 20 nM CPT, ATP luminescence, 48 h; AID 686979, 2013; Potency, µM (doses to about 46.2 µM), inactives show at the top dose activity change, negative = growth inhibition, actives largely listed as inhibitors; actives 12% (n = 420,000); further: nearly all actives have a fitted effect of over 55% in size
#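 Chicken DT40 Tdp1-/- cells stably complemented with human TDP1 were seeded at 400 cells/well in medium containing 20 nM camptothecin, exposed to pin-transferred compounds, and grown at 37 °C for at least 48 hr. Viability was read as ATP luminescence.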
# TDP1 cell noCPT – qHTS for Inhibitors of human tyrosyl-DNA phosphodiesterase 1 (TDP1): qHTS in cells in absence of CPT. DT40 Tdp1-/- hTDP1 cells, no CPT, ATP luminescence, 48 h. Potency, µM (highest dose often 46.2 µM), for the others: top-dose activity change, negative = growth inhibition, usual class: inhibitors. actives 15% (n = 420,000); further: nearly all actives have a fitted effect of over 55% in size
#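 Camptothecin absent (DMSO only). Human TDP1-complemented DT40 knockout cells, 400 cells/well, 37 °C for minimum 48 hr; ATP measured via CellTiter-Glo, 30 min dark incubation, luminescence.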
# The depositor's hits bear a star; u = inconclusive; x = no result given; & = joins results of further samples; [ ] = dose if it differs, or a comment. The call rests on the fitted dose curve; in most records, active means well fitted curve in the direction sought with a large enough effect; inconclusive means small, poorly fitted or top-dose-only effect, or another doubt; inactive means no such curve, though single readings can be large; an effect the other way counts as inactive or inconclusive. On the % scale 0 is the no-effect control and ±100 the full control effect; potency means the concentration at half of the fitted maximal effect.
SMILES | TDP1 cell noCPT | DT40 TDP1 CPT | KAT2A inh
CN(C)S(=O)(=O)c1ccc(Cl)c(NC(=O)c2ccncc2)c1 | -17.3% | -27.8% | 0.3%
COCCNC(=O)c1ccc(Cl)c(Cl)c1 | 0.3% | -17.5% | -5.5%
O=C(Cc1ccc(Cl)cc1)NCC(=O)N1CCCCC1 | -12.4% | 2.1% | -5.4%
O=[N+]([O-])c1cccc(-c2ccc(/C=N/Nc3nc(N4CCCCC4)nc(N4CCCCC4)n3)o2)c1 | u | u | -14.5%
CC1(c2nnnn2-c2ccc3c(c2)OCCO3)CCC(=O)N1CC(F)(F)F (centres undefined) | -19.2% | -20.0% | x
COc1ccc(-c2coc3cc(OC)cc(OC)c3c2=O)cc1 | u | -13.2%&-9.2% | -13.3%&-0.7%
COc1ccc(Cn2c(CCC(=O)Nc3cc(OC)c(OC)c(OC)c3)nc3cccnc32)cc1 | u | 16.4µM* | 1.4%
Cc1ccc(/C=N/N2CCN(C3c4ccccc4-c4ccccc43)CC2)s1 | u | -14.2% | -3.8%
COc1ccccc1N1CCN(C(=O)c2cc(=O)c3cc(C)cc(C)c3o2)CC1 | 0.0082µM* | 0.0052µM* | 2.0%
COc1cccc(N2CCN(Cc3cccnc3)CC2)c1 | -12.2% | 0.7% | -6.9%
CCN(CC)CCNS(=O)(=O)c1ccc2c3c(cccc13)C(=O)N2 | 14.6µM* | u | -11.7%
Cc1cccc(C(=O)NCC2CCN(C(=O)c3cccc(C)c3)CC2)c1 | u | u | -10.9%
O=C(N/N=C/c1cc(Br)cs1)c1c[nH]c2ccccc12 | u | u | -7.1%
O=S1(=O)CCOCCCN1Cc1cccc(F)c1 | -12.7%&-8.7% | -4.0%&-7.6% | -5.8%
CCOC(=O)C(C)Sc1ccc2nnc(CCNS(=O)(=O)c3ccccc3)n2n1 (centres undefined) | -25.9%&0.2% | -13.8%&-21.2% | u
Cc1cccc(S(=O)(=O)NNC(=O)c2sc(C)nc2C)c1 | -19.5% | -5.0% | -1.8%
CCOC(=O)c1c(-c2ccc(-c3ccccc3)cc2)csc1NC(=O)CCN1CCOCC1 | 14.6µM* | 18.4µM* | -10.1%
C=CCNc1nc(-c2cccc(OC)c2O)nc2ccccc12 | u | u | -3.6%
O=C(Cc1ccc(Cl)cc1)NCC(c1cccs1)S(=O)(=O)c1ccc(Cl)cc1 (centres undefined) | u | u | -14.6%
CCN1C(=O)c2ccccc2S(=O)c2ccc(C(=O)N3CCN(c4ccccc4)CC3)cc21 (centres undefined) | 18.4µM* | u | -0.9%
COc1ccc(N2CCN(C(CNS(=O)(=O)c3cccs3)c3cccnc3)CC2)cc1 (centres undefined) | -23.7% | u | 0.2%[0.501 µM]
CN1CCCC1CCNS(=O)(=O)c1ccc(Br)cc1 (centres undefined) | 9.2µM* | u | -2.4%
CC(C)CCN=CC1=C(O)CC(c2ccccc2)CC1=O (centres undefined) | 1.6% | 1.6% | -12.7%
CNCCC=C1c2ccccc2CCc2ccccc21 | 20.6µM* | 9.2µM* | 2.0%
CCc1c(C)nc2ncnn2c1Nc1ccc(C)cc1 | u | u | -0.4%
CCOc1ccc(C/C(N)=N/n2cnnc2)cc1 | u | -19.6% | 1.2%
Cc1nc2c(n1C1CCCCC1)C(=O)c1ccccc1C2=O | 14.6µM* | 20.6µM* | -11.7%
CCSc1ccccc1C(=O)NCc1cccnc1 | 16.0% | 2.5% | -1.9%
CCc1nc2c(OCc3ccccc3C)cccn2c1N(C)C(=O)c1ccc(C)cc1 | 16.4µM* | 18.4µM* | x
COc1ccc(NC(=O)c2ccc(NC(=O)CN3CCN(c4ccccc4OC)CC3)cc2)cc1 | 18.4µM* | u | x

# Compound profiles (already shown):
# COc1ccc(-c2coc3cc(OC)cc(OC)c3c2=O)cc1 is entered as TDP1 cell noCPT = u; DT40 TDP1 CPT = -13.2%&-9.2%; KAT2A inh = -13.3%&-0.7%
# O=[N+]([O-])c1cccc(-c2ccc(/C=N/Nc3nc(N4CCCCC4)nc(N4CCCCC4)n3)o2)c1 is entered as TDP1 cell noCPT = u; DT40 TDP1 CPT = u; KAT2A inh = -14.5%

# Next section:
SMILES | TDP1 cell noCPT | DT40 TDP1 CPT | KAT2A inh
O=C1OC2(c3ccccc31)c1ccccc1-c1ccccc12 | u | -13.5% | x
COC(=O)c1ccc(S(=O)(=O)NCc2ccco2)o1 | -9.9% | -0.6% | 7.2%
COC(=O)CCC(=O)N(C)CC1CCCN(CCc2cccc(C(F)(F)F)c2)C1 (centres undefined) | 2.0% | -2.7% | -21.7%
COc1ccc(C(O)c2nc(-c3cccc(C(F)(F)F)c3)cs2)cc1 (centres undefined) | u | 20.6µM* | x
Cc1ccccc1Nc1c(-c2ccc(N3CCOCC3)cc2)nc2ccc(Cl)cn12 | 16.4µM* | 18.4µM* | -15.9%
O=C(CCc1nc2ccccc2c(=O)[nH]1)OCC(=O)N1CCc2ccccc21 | 0.0% | 17.1% | -7.0%
Cc1cccc(C(=O)OC(C)C(=O)Nc2ccc(S(=O)(=O)N3CCCC3)cc2)c1O (centres undefined) | u | u | -13.3%
COc1ccc(C(=O)n2c(SC)nc3cc4c(cc32)OCCO4)cc1 | u | u | -12.9%
O=[N+]([O-])c1ccc(NN=Cc2cccc3ccccc23)cc1 | u | u | x
O=C(NNC(=O)c1ccc(F)cc1)c1ccncc1 | 7.2% | 4.3% | -6.9%
COc1ccc(CNC(=O)CN2C(=O)NC3(CCCCCC3)C2=O)cc1 | 12.1% | 8.0% | -5.0%
CC1CN(Cc2ccccc2)c2nc3c(c(=O)[nH]c(=O)n3C)n2C1 (centres undefined) | -7.3% | 7.5% | 1.7%
CCc1ccc(N(C(=O)c2csnn2)C(C(=O)NC2CCCC2)c2cccnc2)cc1 (centres undefined) | -24.1% | 2.1% | -10.4%
CC(/C=C/c1ccccc1)=N/NC(=O)CNC(=O)c1ccc2c(c1)OCO2 | u | u | -2.0%
CC1=CC(C)(C)N(C(=O)CN2C(=O)CCC2=O)c2ccccc21 | -3.2% | -7.3% | 11.7%
OC(c1ccc(Cl)c(F)c1)c1ncc(-c2ccc(F)cc2)[nH]1 (centres undefined) | -19.4% | u | x
N#CC1=C(SCc2ccccc2)NC2=C(C(=O)CCC2)C1c1ccc2c(c1)OCO2 (centres undefined) | -12.6% | -28.5% | u
Cc1ccccc1C(=O)N1CCC(C(=O)Nc2cc(C(F)(F)F)ccc2N2CCCC2)CC1 | -26.5% | -11.0% | 2.8%
Cc1ccc2nc(SCC(=O)Nc3ccc(F)cc3F)[nH]c2c1 | u | u | -24.2%
COc1cccc(-c2csc(-c3c(N)c(C(=O)c4ccccc4)n4ccccc34)n2)c1 | 16.4µM* | u | -7.0%
Cc1ccc(CONC(=O)c2ccc(Cl)cc2)cc1 | 11.9% | 5.5% | -1.3%
CCOC(=O)c1nn2c(C(F)(F)F)cc(-c3ccc(OC)cc3)nc2c1Br | u | u | -9.2%
O=C(NNC(=S)Nc1ccccc1)NNC(=S)Nc1ccccc1 | -12.9% | u | 4.2%
O=C1CC(N2CCN(c3ccccc3O)CC2)C(=O)N1Cc1ccccc1 (centres undefined) | u | -18.0% | 2.2%
CCCCC1=NN2CCS(=O)(=O)N=C2S1 | 2.9% | 8.0% | 3.0%
CC(C)(C)n1nnnc1C(c1cccs1)N(Cc1ccc(Cl)cc1)CC1CCCO1 (centres undefined) | 16.4µM* | 20.6µM* | x
Cc1sc2ccccc2[n+]1C | 3.16µM* | 3.98µM* | x
O=C1NC(=O)/C(=C\c2ccc(OCc3cccc([N+](=O)[O-])c3)cc2)N1 | u | 3.7% | -6.3%
COc1ccc(Cl)cc1S(=O)(=O)Nc1cccc(C(=O)O)c1 | -6.0% | -1.6% | -8.7%
COc1ccc(CNC(=O)C2Cc3c(-c4ccccc4)ccnc3O2)cc1OC (centres undefined) | u | u | x
COc1ccc(N2CCN(S(=O)(=O)CCNC(=O)c3ccc(Br)o3)CC2)cc1 | 0.0% | 1.1% | -0.4%
CCCCNC(=O)N(O)C1N(/N=C/c2ccc(N(C)C)cc2)C(=S)SC1(C)C (centres undefined) | -11.0% | 9.4% | 3.4%
Cc1cc2c(cc1NC(=O)c1ccccc1C)n(C)c(=O)c(=O)n2C | 2.4% | -0.6% | -15.0%
Cc1ccc(-c2nnc(SCC#CCOC(=O)c3ccco3)o2)cc1 | -38.2% | -15.3% | -1.8%
O=[N+]([O-])c1ccccc1S(=O)(=O)n1cnc2ccccc21 | 10.5% | 4.8% | -6.1%
Cc1ccc(Cn2c(CNC(=O)Cc3cccc(C)c3)nc3cccnc32)cc1 | u | 13µM* | 1.7%
O=S(=O)(NCc1nnc2n1CCN(Cc1ccccc1Cl)CC2)c1ccccc1 | u | -12.3% | x
Cc1ccc(Cl)cc1NC(=O)Nc1c(C)n(C)n(-c2ccccc2)c1=O | -5.5%&-3.4% | 8.6%&-3.0% | -26.8%&-9.3%
CCOC(=O)c1c(NC(=O)c2nc(SCC)ncc2Cl)sc2c1CCCC2 | 7.0% | 11.2% | -6.2%
CC(C)(C)c1nnc(SCC(=O)c2ccccc2)n(N)c1=O | -26.4% | u | 0.1%
Cc1ccc(-n2c(COc3ccccc3)n[nH]c2=S)cc1 | 10.3% | 8.3% | -4.4%
COc1ccc(CCNC(=O)CNCC2CCCO2)cc1OC (centres undefined) | -3.1% | 0.2% | 1.3%
O=C(N/N=C/c1cccs1)c1cc(-c2cccc3ccccc23)n[nH]1 | u | u | -9.4%
Nc1ccc(-c2cn3cccnc3n2)cc1 | -14.4% | u | -1.1%
O=C(COC(=O)c1ccc(Br)o1)NC12CC3CC(CC(C3)C1)C2 | -6.2% | 7.0% | -2.6%
Cc1cc(C)c2[nH]c(=O)c(C(c3nnnn3CC3CCCO3)N3CCCC(C)C3)cc2c1 (centres undefined) | u | 18.4µM* | -8.6%
Cc1ccc(C(=O)N/N=C/c2cc(Br)ccc2O)cn1 | 5.17µM* | 4.11µM* | -5.5%
CC(=O)c1cccc(NC(=O)N2CCC(c3ccc(C)cc3)C2)c1 (centres undefined) | u | u | -9.1%
Cc1ccc(C)c(N(CC(=O)NC2CCCCC2)C(=O)c2snc(C(N)=O)c2N)c1 | 9.4% | u | -7.1%
CC(C)CC(=O)c1c(O)c(C=O)c(O)c2c1O[C@@]1(C)[C@@H](C2)C[C@H]2C[C@@H]1C2(C)C | -0.5% | -2.1% | 0.0%
O=c1[nH]cnc2c1ncn2C1OC(CO)CC1F (centres undefined) | 1.84µM* | 0.461µM* | x
Cc1ccnc(NC(=O)c2ccc(S(=O)(=O)N3CCC(C)CC3)cc2)c1 | -26.5% | -3.9% | -1.2%
CCCCc1c(O)nc(SCC(=O)N2CCOCC2)n(-c2ccc(C)cc2)c1=O | u | -14.0% | x
COc1ccc(NC(=O)Nc2cccc(C(F)(F)F)c2)cn1 | 20.6µM* | u | -10.6%
CCCn1ncc(CN2CCC(n3nccc3NC(=O)c3ccccc3Cl)CC2)c1C | 1.7% | 8.4% | -13.3%
Cc1cc(NC(=O)CS(=O)(=O)c2ccc(F)cc2)no1 | -15.1% | -17.9% | -1.1%
Oc1c(C2=NCCNC(C(F)(F)F)=C2)ccc2ccccc12 | -24.0% | -8.3% | -7.5%
N#C/C(=N\Nc1ccc(S(=O)(=O)N2CCOCC2)cc1)C(N)=S | u | u | -17.3%
Cc1csc(=Nc2ccccc2)n1CCCN1CCCC1=O | -13.0% | 8.6% | 3.0%
Cc1cc(NC(=O)CSC2=NS(=O)(=O)c3cc(F)ccc3N2)no1 | 0.1% | 17.8% | -3.5%
COc1ccc(-c2cc(C(F)(F)F)c3c(n2)sc2c(O)cc(=O)[nH]c23)c(OC)c1 | u | -4.1% | -29.3%

# Some of the entries above, reformatted:
smiles: C=CCNc1nc(-c2cccc(OC)c2O)nc2ccccc12
- TDP1 cell noCPT: u
- DT40 TDP1 CPT: u
- KAT2A inh: -3.6%

smiles: COc1ccc(-c2cc(C(F)(F)F)c3c(n2)sc2c(O)cc(=O)[nH]c23)c(OC)c1
- TDP1 cell noCPT: u
- DT40 TDP1 CPT: -4.1%
- KAT2A inh: -29.3%

smiles: N#CC1=C(SCc2ccccc2)NC2=C(C(=O)CCC2)C1c1ccc2c(c1)OCO2 (centres undefined)
- TDP1 cell noCPT: -12.6%
- DT40 TDP1 CPT: -28.5%
- KAT2A inh: u

# An unsorted share of the library. About 18% of those tested had a hit in this group.
